Screens from PubChem.
CR mimetic SO – reduction of superoxide in aged yeast, primary screen, HTS; superoxide response (% of plate mean), % at 10 µM; S. cerevisiae aged cells, superoxide DHE fluorescence; stronger effect = lower value; 0.18% of 330,000 active;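 active = superoxide response under a set limit, about three screen SD below normal, cut at about 65% in these data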;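 also: yeast aged for seven days with compound at 30 °C before DHE staining; 100% = average MFI of all compound-treated wells on the plate with controls excluded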
GLD-1 TGE inh – GLD-1/TGE RNA complex disruptors, primary screen, biochemical, fluorescence polarization; Female germline-specific tumor suppressor gld-1 (Caenorhabditis elegans), Q17339; purified GLD-1 + fluorescein TGE RNA; inhibition, % at 5.96 µM; 0.44% of 320,000 active; AID 2280, 2010;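 active = percent inhibition above a per-plate cutoff, the plate mean of test compounds plus 3 SD, cut at about 30% in these data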;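 also: 0% = DMSO wells with GLD-1 and probe and 100% = wells lacking GLD-1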
Target sequence (Q17339 whole entry, looked up): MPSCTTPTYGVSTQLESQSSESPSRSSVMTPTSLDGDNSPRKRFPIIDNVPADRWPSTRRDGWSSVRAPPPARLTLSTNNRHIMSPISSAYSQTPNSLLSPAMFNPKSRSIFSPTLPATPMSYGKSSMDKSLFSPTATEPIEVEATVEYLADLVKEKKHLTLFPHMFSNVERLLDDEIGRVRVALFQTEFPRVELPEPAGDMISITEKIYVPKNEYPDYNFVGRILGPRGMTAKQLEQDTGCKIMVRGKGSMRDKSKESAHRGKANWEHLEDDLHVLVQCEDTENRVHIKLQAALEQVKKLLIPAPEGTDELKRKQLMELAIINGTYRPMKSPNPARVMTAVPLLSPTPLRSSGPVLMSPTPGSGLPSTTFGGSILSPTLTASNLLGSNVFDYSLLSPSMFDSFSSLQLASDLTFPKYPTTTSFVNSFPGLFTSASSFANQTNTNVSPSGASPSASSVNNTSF
BCLXL inh – inhibitors of human Bcl-xL, primary screen, biochemical, fluorescence polarization, HTS | Bcl-2-like protein 1 (Homo sapiens), Q07817 | GST-Bcl-xL / FITC-Bim BH3 peptide fluorescence polarization | inhibition, % at 10.9 µM | 0.7% of 320,000 active;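 active = inhibition above the mean of all tested compounds plus 3 SD, cutoff set per campaign, cut at about 30% in these data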;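 also: 0% = DMSO wells and 100% = unlabeled Bim-BH3 peptide competitor; inhibitors lower millipolarization by displacing the labeled peptide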
Efflux pump inh – inhibitors of Candida efflux pumps in yeast, primary screen, S. cerevisiae, Nile Red, multiplex | S. cerevisiae Candida pump triplex | inhibition, % at 10 µM | 0.44% of 330,000 active | AID 485275, 2010;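 active = plate passing quality check with inhibition over a set limit, or well fluorescence over plate mean plus 4 SD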;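 also: Nile Red retained in pooled yeast measured as flow cytometry median fluorescence; 0% = buffer negative control and 100% = Enniatin B positive control; higher means more Nile Red kept so more efflux inhibition; some compounds called inactive have numbers as strong as hits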
EBNA-1 inhibitor – EBNA-1 DNA-binding inhibitors, primary screen, biochemical, fluorescence polarization; inhibition, % at 14.8 µM; 0.34% of 300,000 active; AID 1950, 2009; in the data active = inhibition above about 28%
MEX-5 binding – MEX-5 zinc finger RNA-binding disruptors – biochemical, C. elegans, fluorescence polarization, MLPCN library, primary screen; MEX-5/FITC-TCR2 RNA binding; stronger effect = lower value; activity score (negative = inhibition of binding), % at 10 µM; 0.38% of 300,000 active;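 active = inhibition past about -25% in most replicates, and total fluorescence under double the plate's negative control median, limit read from the data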;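 also: 0% = DMSO and -100% = 5 µM competing unlabeled TCR2 RNA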
Target sequence (Q9XUB2 whole entry, looked up): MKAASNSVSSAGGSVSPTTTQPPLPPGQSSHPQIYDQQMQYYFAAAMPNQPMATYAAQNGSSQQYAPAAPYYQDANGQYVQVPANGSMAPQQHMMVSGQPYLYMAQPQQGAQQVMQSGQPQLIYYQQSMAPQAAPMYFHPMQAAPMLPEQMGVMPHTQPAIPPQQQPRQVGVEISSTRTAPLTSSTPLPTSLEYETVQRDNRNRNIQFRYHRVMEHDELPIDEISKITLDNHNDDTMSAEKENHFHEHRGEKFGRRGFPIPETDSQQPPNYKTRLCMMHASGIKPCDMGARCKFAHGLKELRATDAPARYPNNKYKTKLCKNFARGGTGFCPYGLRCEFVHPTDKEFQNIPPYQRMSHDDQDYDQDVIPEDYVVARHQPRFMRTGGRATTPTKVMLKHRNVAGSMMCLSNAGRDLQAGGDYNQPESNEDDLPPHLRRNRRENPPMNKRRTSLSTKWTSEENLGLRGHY
MCL1 BIM primary – inhibitors of MCL1 binding to BIM-BH3, primary screen, biochemical, fluorescence polarization; Induced myeloid leukemia cell differentiation protein Mcl-1 (Homo sapiens), Q07820; GST-MCL1 / FITC-Bim-BH3 fluorescence polarization; inhibition, % at 10.9 µM; 0.68% of 320,000 active; AID 2057, 2009;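 active = inhibition above the mean inhibition of all tested compounds plus 3 SD, set per campaign, cut at about 40% in these data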;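 also: 0% = DMSO wells and 100% = unlabeled Bim-BH3 peptide control; higher means more loss of mP so more displacement of Bim peptide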
ZTA DNA inh – blocks Epstein-Barr virus ZTA, an EBNA-1 counter-screen; ZTA-DNA binding, fluorescence polarization; 0.15% of 320,000 active; inhibition, % at 11 µM; in the data active = inhibition above about 33%
Fam108B counter – mouse Fam108B serine hydrolase inhibitors, primary screen, counter-screen for RBBP9 inhibitor project, biochemical, fluorescence polarization | recombinant Fam108B, FP-Rh probe fluorescence polarization | inhibition, % at 9.51 µM | 0.33% of 300,000 active | AID 1947, 2009;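 active = inhibition above the screen mean inhibition plus 3 SD, computed separately per campaign, cut at about 18% in these data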;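 also: inhibitors lower polarization as less probe binds the enzyme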
Numbers without * were called inactive; i = inactive; . = no result given.

SMILES,CR mimetic SO,GLD-1 TGE inh,BCLXL inh,Efflux pump inh,EBNA-1 inhibitor,MEX-5 binding,MCL1 BIM primary,ZTA DNA inh,Fam108B counter
O=C1CCN(CCCc2ccccc2)CCN1[C@H](CO)Cc1ccccc1,96.9,5.3,-0.8,-0.1,-5.4,-0.2,-2.3,-12.4,-2.5
O=C1CCC([N+](=O)[O-])C(c2ccccc2F)N1 (configuration not stated),111.3,-5.2,22.0,0.0,4.6,0.1,-3.4,2.9,1.4
CCCn1nnc(NC(=O)c2ccc(OC)cc2)n1,104.3,4.7,2.7,0.0,3.2,1.7,1.3,-18.5,-1.4
CCCCCCC(=O)NC(Nc1ccc(S(N)(=O)=O)cc1)C(Cl)(Cl)Cl (configuration not stated),101.2,-4.3,-5.7,0.3,-6.7,1.2,-1.2,6.1,-4.4
CC1CC2(CC(C)(C(=O)CSc3n[nH]c(-c4ccccc4Cl)n3)OC2=O)C(=O)O1 (configuration not stated),87.7,5.4,6.4,0.1,-4.2,-5.6,1.3,-2.1,0.3
CC(C)(C)NS(=O)(=O)c1ccc(NC(=O)C2CCCO2)cc1 (configuration not stated),103.3,1.8,6.6,-0.1,-5.5,-1.9,3.0,10.5,-0.1
COc1cccc(NC(=O)CSc2nnc(-c3cccnc3)o2)c1,96.5,6.8,2.8,-0.1,-1.8,-0.5,1.3,4.9,0.8
O=C(C1CCCO1)N1CCc2ccccc21 (configuration not stated),106.8,-3.2,9.7,0.0,-6.4,-2.0,14.2,-4.4,-2.0
Cc1ncc(CO)c2cc(C(=O)Nc3cccc(F)c3)c(=Nc3cccc(C(N)=O)c3)oc12,118.3,5.0,4.7,0.1,-3.8,-1.1,1.2,-14.9,0.6
Cc1nn(S(=O)(=O)N2CCOCC2)c(C)c1Br,97.1,-3.4,2.2,0.0,-5.0,-0.2,-4.7,2.2,2.4
COc1ccc(CC(=O)Nc2nc(-c3ccncc3)cs2)cc1,133.6,-6.7,-10.4,0.0,-0.8,-0.1,-14.8,14.1,-14.6
COc1cc(S(=O)(=O)Nc2c(C)nn(C)c2C)ccc1NC(C)=O,97.1,6.5,5.1,0.0,-5.3,0.4,-2.5,-1.2,1.0
COc1ccc(O)c(/C=C2/SC(=S)N(Cc3ccccc3)C2=O)c1,88.2,-20.6,-37.6,0.0,-10.5,0.4,-68.0,-10.3,9.9
COc1cc(CN2CCN(CC3CC3)CC2CCO)cc(OC)c1 (configuration not stated),99.9,7.0,5.9,-0.1,-5.9,-1.6,13.9,-11.1,5.2
Cc1ccccc1NC(=O)c1ccc(S(=O)(=O)N(C)C)cc1,107.0,-0.8,1.4,-0.2,0.0,2.2,-3.8,15.5,-0.8
O=C(Cn1nnc(-c2cccc(C(F)(F)F)c2)n1)NNS(=O)(=O)c1cccc(C(F)(F)F)c1,75.2,-0.8,2.0,-0.1,17.2,0.6,1.0,14.5,0.2
Cc1ccc(NC(=O)c2ccc([N+](=O)[O-])o2)c(C)c1,106.5,6.2,2.5,-0.1,7.1,0.2,4.1,14.0,0.0
Cc1ccc(S(=O)(=O)c2nc(-c3cccs3)oc2NCc2cccnc2)cc1,92.4,9.0,10.8,-0.3,11.7,3.1,0.7,-1.2,-2.2
O=C(c1ccc(F)cc1)C1CCN(C(=S)Nc2ccccc2)CC1,105.8,-3.4,5.3,0.1,2.1,-2.9,4.3,3.1,-5.6
Cc1cc(C)cc(NC(=O)c2ccccc2NC(=O)CCC(=O)O)c1,90.8,4.3,3.9,0.1,-0.4,-0.4,2.3,23.7,-0.3
Cc1c(C(=O)N2CCN(c3ccc(F)cc3)CC2)sc2nc(-c3ccccc3)cn12,109.3,3.3,1.7,-0.1,11.0,1.4,4.3,4.9,-1.5
CCCCNC(=O)O[C@H]1C[C@@H]2CCN3C(=O)CCC[C@H]([C@H]1CC)[C@H]23,102.6,3.0,2.5,0.0,11.0,1.0,7.4,-6.7,0.0
COc1ccc(C(=O)NCC(=O)N/N=C/c2c(C)[nH]c3ccccc23)cc1,99.0,0.6,2.8,0.4,-11.2,-2.0,0.9,3.5,6.1
COCCn1c(SCC(=O)Nc2cccc(OC)c2)nnc1-c1ccc(Cl)cc1,i,-0.4,-0.5,0.0,4.0,0.5,-7.7,4.3,0.4
Cc1onc(-c2c(Cl)cccc2Cl)c1C(=O)Nc1ccc(Cl)cn1,98.7,2.5,2.3,0.1,-1.7,-0.9,1.7,-5.6,2.8
Cc1sc2ncnc(Sc3ccccc3C(=O)Nc3ccccc3Cl)c2c1C,82.7,3.6,-0.9,0.2,-10.0,0.5,2.6,8.2,-3.0
c1ccc2c(c1)nc1n2CCN1CCNC1CCCCC1,144.5,1.9,2.5,0.0,-5.6,-0.2,8.5,-6.8,-1.7
Cn1nnnc1SC1CC(=O)N(c2ccccc2)C1=O (configuration not stated),105.6,-4.2,-1.5,-0.1,-13.0,-1.8,1.7,-12.6,1.0
Cc1cc(C(F)(F)F)nn1CC(=O)NCc1ccco1,96.2,1.2,5.4,0.0,-1.9,-3.2,4.1,-17.6,-1.1
CCOc1ccc(Cl)cc1/C=C1/C(=O)ON=C1C,100.2,-4.6,10.0,-0.1,-7.0,-0.9,3.4,-7.2,0.2
C=CCn1c(SCC(=O)NC2CCCC2)nc2sc(C)cc2c1=O,104.7,-1.0,-0.2,0.0,-9.4,1.7,-5.2,-0.3,0.6
Cc1ccc(S(=O)(=O)N2CCN(c3ccccc3)CC2)cc1C(N)=O,101.6,3.8,2.7,0.0,8.9,2.1,0.5,13.9,7.1
Cc1cc(OCC(=O)NCCO)cc(C)c1Cl,88.5,4.4,1.6,0.0,5.7,-0.5,-6.2,13.3,0.2
COc1cc(CNCCc2c[nH]c3ccccc23)ccc1OCc1ccccc1F,96.3,-1.6,0.3,0.0,11.9,-0.9,-1.6,3.4,-4.9
C=CCc1ccc(O)c(-c2cc(CC=C)ccc2O)c1,122.9,11.9,-0.5,0.2,-11.4,0.0,-1.2,-7.7,3.1
Cn1c2ccccc2c2nnc(SCC(=O)NCc3ccoc3)nc21,114.4,5.4,4.0,0.2,-4.5,2.6,0.3,-13.5,-2.6
CCOc1ccccc1NC(=O)CC1NCCNC1=O (configuration not stated),106.9,3.1,4.7,0.0,3.9,1.6,2.5,0.6,2.5
O=C(Cn1cnc2ccccc2c1=O)N1CCN(Cc2ccccc2)CC1,96.9,-0.7,-1.0,0.0,9.4,0.1,-3.4,-4.6,2.0
CCOc1cc(CNCCSc2nnnn2C)cc(Br)c1OCc1ccc(F)cc1,117.5,6.2,7.1,-1.0,4.3,-0.6,0.9,4.8,1.4
CCOC(=O)CCSc1nc(C)c2cc(OC)ccc2n1,86.7,-2.2,-0.9,-0.2,-3.5,-0.8,-2.1,-11.8,-3.0
O=C(NCc1ccc(F)cc1)C1CCN(S(=O)(=O)c2ccc(Cl)cc2)CC1,99.7,2.6,2.1,0.3,-2.7,0.7,4.8,11.9,-1.9
Cn1c(=O)[nH]c(=O)c2c1nc(N/N=C/c1ccncc1)n2Cc1ccc(F)cc1,118.8,6.5,6.4,0.0,-2.5,-7.6,2.9,-9.6,0.0
CCN1CCc2c(C#N)c(NCc3ccccc3)nc(NCCO)c2C1,93.9,22.8,29.1,0.0,6.0,.,28.6,-9.2,1.5
COC(=O)N1CC(c2ccccc2)CC1=O (configuration not stated),88.5,-0.1,4.4,-0.1,8.4,0.6,7.2,1.1,1.0
Cc1cccn2c(=O)c(C=NCc3ccco3)c(Nc3ccc(SC(F)F)cc3)nc12,90.0,-3.7,5.0,0.1,7.1,0.7,6.8,18.6,-1.3
O=C(CN1CCN(c2ccc(F)cc2)CC1)Nc1cccc(C(F)(F)F)c1,82.3,-1.3,-28.8,0.1,1.4,2.6,-17.4,4.3,1.1
Cc1cccc(N2CCN(C(=O)CCS(=O)(=O)c3ccc4c(c3)NC(=O)CO4)CC2)c1C,89.5,7.6,8.4,0.0,-0.7,-0.4,3.9,3.3,2.3
Nc1nc(SCC(=O)c2ccc(Oc3ccccc3)cc2)n[nH]1,93.4,5.6,1.3,-0.1,-6.1,-1.5,5.9,1.7,4.0
O=C(CSC1=NCCN1)Nc1cccc([N+](=O)[O-])c1,90.9,1.3,5.4,-0.1,1.9,-2.5,3.0,-0.3,0.5
O=S(=O)(c1ccc(Cl)cc1)N1CCN=C1SCc1cccnc1,123.6,3.0,2.4,0.0,12.0,-0.7,2.8,12.2,0.1

Later entries.
SMILES,CR mimetic SO,GLD-1 TGE inh,BCLXL inh,Efflux pump inh,EBNA-1 inhibitor,MEX-5 binding,MCL1 BIM primary,ZTA DNA inh,Fam108B counter
COCCNC(=O)c1cccc(OC2CCN(Cc3ccccc3C)CC2)c1,109.4,-3.7,2.8,-0.1,-2.5,-4.9,6.9,7.6,8.9
COc1cccc(CNC(=O)Cc2ccc(Br)cc2)c1,100.9,2.1,5.3,0.7,-2.6,-0.6,-1.5,1.9,5.8
CC1CC(C)CN(S(=O)(=O)c2ccc(NC(=O)c3ccc(=O)[nH]c3)cc2)C1 (configuration not stated),92.6,2.7,-0.5,0.0,.,.,-2.5,11.8,.
CCOc1cc2[nH]c(=O)n(CC3CCC(C(=O)NCCCOC)CC3)c(=O)c2cc1OCC (configuration not stated),102.0,-2.6,6.9,0.2,5.3,0.6,6.0,8.8,3.9
O=C(c1cnccn1)N(c1ccccc1)C1(C(=O)NC2CCCC2)CCCCC1,110.3,-1.7,4.3,0.1,0.4,-0.1,3.0,-1.9,1.9
Cc1cccc(-n2[nH]c3c4c(ccc3c2=O)C(=O)c2ccccc2C4=O)c1,123.5,-5.0,3.9,-0.1,1.8,1.2,5.2,10.3,4.8
COc1ccc2oc3cc(C)[n+]([O-])c(-c4ccc(Cl)cc4)c3c2c1,106.8,6.4,3.2,0.2,7.2,2.5,10.7,-0.8,5.7
Cc1nn(C)c(C)c1S(=O)(=O)N(CC(=O)Nc1nccs1)c1ccc(C(C)C)cc1,104.7,3.7,3.8,-0.1,2.1,-1.0,4.7,-8.0,-1.0
CN(C)c1cccc(C(=O)NCC(c2ccco2)N(C)C)c1 (configuration not stated),83.5,1.0,5.7,-0.2,-14.4,-1.6,5.6,5.2,5.0
Cc1ccc(C2=CC(c3ccc(N(C)C)cc3)n3nnnc3N2)cc1 (configuration not stated),102.0,-16.5,-4.7,0.3,10.4,-2.0,-12.6,12.0,-2.1
Cc1cc(S(=O)(=O)N2CCCCC2)c(C)s1,112.5,0.5,4.9,0.2,-11.4,2.6,7.3,-15.1,9.3
CCc1nc(SCCO)c2oc3ccccc3c2n1,96.9,6.6,3.1,0.1,-0.5,0.3,7.4,14.3,0.5
CCN(CC(=O)Nc1ccc2c(c1)OCCO2)C(=O)/C=C/c1ccc(F)cc1,98.5,-3.6,-4.2,-0.2,-13.1,0.1,-5.0,-20.4,-0.4
